# Bioassay records as filed in PubChem BioAssay.
# KCNH2 3.1 block = blocks the human KCNH2 3.1 channel isoform; U2OS KCNH2 3.1, thallium flux FluxOr; active compounds read low; activity change, % (tested at about 1.8 µM); 340,000 tested, 0.95% active;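 active means maximum activity change below -70%; inconclusive means maximum activity change from -70% to -50%; inactive means maximum activity change above -50%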;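 further: thallium influx rate constant from kinetic fluorescence after stimulation buffer; on the % scale 0 is the no-effect control and ±100 the full control effect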
#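 U2OS cells transduced with KCNH2 3.1 mutant virus (1.77 x 10^8 /mL, 4 h), plated overnight at 37 C, loaded 45 min with FluxOr dye plus Red40 quencher. Thallium flux rate constant from kinetic reads after stimulation buffer, normalised to controls.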
# a7 integrin act = integrin-mediated muscular dystrophy alleviation activation | alpha7betagal myoblasts, beta-gal FDG fluorescence, 48 h | Potency, µM (titrated, usually from 38.3 µM), for inactives: at the top dose activation, actives largely listed as activators | 350,000 tested, 0.064% active | AID 624291;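 further: potency means the concentration at half of the fitted maximal effect; 100% = response of the positive control SU9516; nearly all actives have a fitted effect of over 60% in size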
#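 alpha7betagal+/- myoblasts (passage 13, 250/well) treated 48 h at 37C with compounds at 1:260 dilution of DMSO stock. Lysed, then beta-galactosidase activity read as FDG fluorescence (ex 480/em 540) after 30 min, with pre-read for autofluorescence.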
# TRPV1 ag = human TRPV1 agonism; TRPV1-expressing cells, Fluo-8 calcium influx, agonist mode; 320,000 tested, 0.19% active; Q8NER1; activation, % at 8.33 µM; in the data active means activation above about 80%; inconclusive means between about 30% and that limit; further: 0% is about no effect
#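 TRPV1-expressing cells were cultured overnight at 35.5C and loaded with Fluo-8 calcium dye for 40 to 90 min at room temperature. After a 10 s baseline, compound was added and calcium influx was read kinetically for 3 min (ex 480/em 520 nm).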
# A-T KAP1 phos = potential ataxia-telangiectasia treatment | […] A-T fibroblasts, KAP-1 phosphorylation AlphaLISA; neocarzinostatin DNA damage 30 min before lysis | Potency, µM (top dose mostly 57.5 µM), without a hit: at the highest dose activation, actives largely listed as activators | 320,000 tested, 0.19% active; further: potency means the concentration at half of the fitted maximal effect; % of control where 0% means no effect; nearly all actives have a fitted effect of over 45% in size
#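 hTERT-immortalized A-T patient fibroblasts ([…]), 500 cells/well in OPTI-MEM, 1% FBS, got compounds for 60 min, then NCS for 30 min at 37C. Lysates were then assayed for phospho-KAP-1 by AlphaLISA (anti-pKAP1 donor, anti-KAP1 acceptor beads), 6 hr at 25C.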
# Coupling enz = counter-screen for Giardia aldolase inhibitors: coupling enzyme system | coupling enzyme system counterscreen, AmpLite Red fluorescence | activity change, negative = inhibition, % at 58.2 µM, hits read low | 290,000 tested, 0.67% active | AID 2472; in the data active means activity change below about -30%; further: on the % scale 0 is the no-effect control and ±100 the full control effect
#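 Activity here indicates interference with the coupling reaction, not aldolase inhibition. Compounds at 57.5 uM final met coupling enzymes for 10 min at RT; substrate and AmpLite Red detection followed, with a 525/598 nm fluorescence read after 20 min.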
# MBNL1 CUG block = inhibitors of human MBNL1 binding to CUG repeat RNA | Q9NR56 | TR-FRET MBNL1-His/biotin-(CUG)12 binding, 665/545 ratio | Potency, µM (highest dose often 57.5 µM), without a hit: top-dose activity change, negative = inhibition, actives largely listed as inhibitors | 280,000 tested, 0.036% active; active means well fitted inhibition curve with a large enough effect in the signal ratio, with a control signal flat, not every such curve was filed as active; inconclusive means small, poorly fitted or top-dose-only effect, or effect the other way, or a change in a side signal; inactive means no such curve, though single readings can be large or run the other way; the % refers to the signal ratio; further: potency means the concentration at half of the fitted maximal effect; on the % scale 0 is the no-effect control and ±100 the full control effect
#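 MBNL1-His + Biotin-(CUG)12, cpd titration 92 nM–58 uM; Tb anti-His Ab 0.055 ng/ul, SA-XL665 5 nM (final); 60 min RT; ratiometric 665/545 nm, Ex 340 nm; normalized to buffer and full-complex controls.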
# ASM inhibitor = inhibitors of human secretory acid sphingomyelinase; P17405; placental ASM, HMU-PC fluorogenic substrate, 60 min; Potency, µM (top dose mostly 57.5 µM), inactives show at the highest dose activity change, negative = inhibition, usual class: inhibitors; 340,000 tested, 0.006% active; AID 504937; further: potency means the concentration at half of the fitted maximal effect
#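 HMU-PC0 cleavage (9 uM final) by human placental ASM, 60 min at 37 °C following 10 min compound exposure at RT; stopped at pH 10, fluorescence Ex 386/Em 447 nm.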
# MLL CXXC-DNA inh = blocks binding of human MLL CXXC domain to DNA; AID 2662; Potency, µM (titrated, usually from 115 µM), for inactives: top-dose activity change, negative = inhibition, most hits filed as inhibitors; Q03164; 290,000 tested, 0.037% active; MLL-CXXC / FITC-HOXA9 DNA fluorescence polarization; active means well fitted inhibition curve with a large enough effect in the polarisation, with a control signal flat, not every such curve was filed as active; inconclusive means small, poorly fitted or top-dose-only effect, or effect the other way, or a change in a side signal; inactive means no such curve, though single readings can be large or run the other way; the % refers to the polarisation; further: potency means the concentration at half of the fitted maximal effect
#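 Fluorescence polarization: 7 uM MLL-CXXC (stock) preincubated 5 min with compounds, then 50 nM fluorescein-HOX-A9 DNA (stock) added; 30 min ambient. Buffer 50 mM Tris-HCl pH 7.5, 50 mM NaCl, 1 mM DTT, 0.05% BSA.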
# GALK inhibitor = inhibitors of human galactokinase; Purified GALK, Kinase-Glo residual ATP luminescence; 270,000 tested, 0.007% active; AID 1868; Potency, µM (series often up to 57.5 µM), without a hit: at the top dose activity change, negative = inhibition, most hits filed as inhibitors; P51570; further: potency means the concentration at half of the fitted maximal effect; on the % scale 0 is the no-effect control and ±100 the full control effect
#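 GALK at 5 nM final was combined with compound, 35 uM ATP and 100 uM galactose in HEPES pH8.0 with MgCl2 and DTT. The reaction ran one hour at room temperature before luminescent ATP detection.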
# hERG WT inh = blocks the wildtype human KCNH2 potassium channel; Q12809; U2OS, BacMam KCNH2, thallium flux FluxOr; active compounds read low; activity change, % at 1.84 µM; 340,000 tested, 0.37% active;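 active means maximum activity change below -70%; inconclusive means maximum activity change between -70% and -50%; inactive means maximum activity change above -50%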; further: on the % scale 0 is the no-effect control and ±100 the full control effect
#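 U2OS cells were transduced with wild-type KCNH2 virus (2.03 x 10^8 / mL) for 4 h at room temperature, then cultured overnight at 37 C. Thallium flux was read with FluxOr dye. Rate constants were normalized to DMSO controls.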
# The depositor's hits bear a star; ? = inconclusive; nt = no result given; [ ] = another dose, or the depositor's remark. Unless noted, the call rests on the fitted dose curve; in most records, active means well fitted curve in the direction sought with a large enough effect; inconclusive means small, poorly fitted or top-dose-only effect, or another doubt; inactive means no such curve, though single readings can be large; an effect the other way counts as inactive or inconclusive.
SMILES,KCNH2 3.1 block,a7 integrin act,TRPV1 ag,A-T KAP1 phos,Coupling enz,MBNL1 CUG block,ASM inhibitor,MLL CXXC-DNA inh,GALK inhibitor,hERG WT inh
CSCCC(NS(=O)(=O)c1ccc(Cl)cc1)C(=O)N1CCN(c2ccccc2)CC1 (configuration not stated),4,15%,nt,nt,nt,nt,1%,nt,nt,0
CC(C)c1ccc(NC(=O)COc2ccc(C3SCCS3)cc2)cc1,-1,1%,-2,-8%,1,-5%,-4%,2%,nt,2
CCOC(=O)N1CCN(C(=O)c2ccccc2N(C)S(C)(=O)=O)CC1,8,1%,-1,2%,-2,-1%,2%,3%,1%,42
CCc1ccc(NC(=O)c2cc(C)no2)cc1,6,-13%,?,-1%,3,0%,1%,-4%,3%,-14
COc1cc(NC(=O)c2ccc([N+](=O)[O-])cc2)ccc1NC(=O)C(C)C,0,6%,1,3%,1,?,-1%,-3%,0%,2
CSc1nc(N2CCOCC2)c2c(c1C#N)CCCCC2,1,-11%,21,11%,9,-2%,-8%,17%,1%,-4
CN(c1ccccc1)S(=O)(=O)c1ccc(Cl)c(C(=O)NCC(c2ccco2)N2CCCC2)c1 (configuration not stated),8,-6%,-2,-2%,nt,nt,3%,nt,nt,7
Cc1cc(C)cc(C(=O)NCC(=O)OCC(=O)Nc2cccnc2Cl)c1,1,-15%,10,10%,-2,-10%,-1%,-5%,-2%,-33
Oc1ccccc1/C=N/N1CCCCC1,-1,0%,8,-16%,0,-1%,0%,0%,8%,9
CCOC(=O)CN1N=C(c2ccc(Cl)cc2)CCC1=O,-9,1%,7,-4%,1,-2%,5%,-3%,nt,-4
C=CCOc1ccc(CN(C)CC(O)COc2cccc3ccccc23)cc1 (configuration not stated),-4,-75%[inhibitor],9,7%,0,-1%,-1%,10%,15%,?
COc1ccc(C(CNC(=O)C2CC2)N(C)C)cc1 (configuration not stated),-10,7%,-4,-7%,nt,-1%,11%,?,-4%,-5
CCOc1ccc2nc(C)cc(C(=O)O)c2c1,1,1%,1,3%,-4,15%,16%,10%,-2%,-3
O=C(CS(=O)CC(=O)N(c1cccc(F)c1)C(C(=O)NC1CCCCC1)c1ccco1)Nc1ccc(F)cc1 (configuration not stated),-4,-20%,-2,1%,-1,-8%,-1%,-1%,2%,6
CCC(C(=O)NCc1ccc(C)o1)n1nc(C)c2c(C)n(-c3ccccc3)nc2c1=O (configuration not stated),-3,7%,0,-10%,nt,2%,3%,6%,-2%,5
Cc1nc(NC(=S)NC(=O)c2ccco2)sc1C(=O)N(C)C,3,15%,-1,-14%,-4,-5%,0%,?,-5%,-123*
Cn1c2c(c(=O)n(C)c1=O)C(c1ccc(O)cc1)Nc1ccccc1O2 (configuration not stated),-4,-13%,-1,nt,-1,-11%,0%,7%,0%,-6
O=C(NCc1ccccc1)c1cccc(NS(=O)(=O)c2cccc3cccnc23)c1,-5,-13%,-3,8%,3,nt,2%,10%,-2%,-11
O=C(Nc1ccccc1Cl)c1ccc2nccnc2c1,-4,25%,1,1%,-1,?,4%,3%,15%,0
COc1cc(NC(=O)CSc2nnc(NC(C)C)s2)cc(OC)c1OC,19,-7%,2,5%,0,1%,3%,9%,-1%,-12

# Seven of these compounds in another layout.
# Values in the order – KCNH2 3.1 block, a7 integrin act, TRPV1 ag, A-T KAP1 phos, Coupling enz, MBNL1 CUG block, ASM inhibitor, MLL CXXC-DNA inh, GALK inhibitor, hERG WT inh
> Cc1cc(C)cc(C(=O)NCC(=O)OCC(=O)Nc2cccnc2Cl)c1
→ 1, -15%, 10, 10%, -2, -10%, -1%, -5%, -2%, -33
> Oc1ccccc1/C=N/N1CCCCC1
→ -1, 0%, 8, -16%, 0, -1%, 0%, 0%, 8%, 9
> CCOC(=O)CN1N=C(c2ccc(Cl)cc2)CCC1=O
→ -9, 1%, 7, -4%, 1, -2%, 5%, -3%, nt, -4
> C=CCOc1ccc(CN(C)CC(O)COc2cccc3ccccc23)cc1 (configuration not stated)
→ -4, -75%[inhibitor], 9, 7%, 0, -1%, -1%, 10%, 15%, ?
> COc1ccc(C(CNC(=O)C2CC2)N(C)C)cc1 (configuration not stated)
→ -10, 7%, -4, -7%, nt, -1%, 11%, ?, -4%, -5
> CCOc1ccc2nc(C)cc(C(=O)O)c2c1
→ 1, 1%, 1, 3%, -4, 15%, 16%, 10%, -2%, -3
> O=C(CS(=O)CC(=O)N(c1cccc(F)c1)C(C(=O)NC1CCCCC1)c1ccco1)Nc1ccc(F)cc1 (configuration not stated)
→ -4, -20%, -2, 1%, -1, -8%, -1%, -1%, 2%, 6

# New compounds follow.
SMILES,KCNH2 3.1 block,a7 integrin act,TRPV1 ag,A-T KAP1 phos,Coupling enz,MBNL1 CUG block,ASM inhibitor,MLL CXXC-DNA inh,GALK inhibitor,hERG WT inh
O=C(c1nc2ccccn2c1CN1CCCC(OCc2ccccc2)C1)N1CCCC1 (configuration not stated),-7,-21%,6,19%[11.5 µM],1,-10%,-1%,2%,3%,4
CCOC(=O)c1c(N)n[nH]c1-c1ccc(OC)cc1,4,-8%,-2,-4%,0,-6%,2%,0%,-2%,18
CN1CCN(C(=O)/C(C#N)=C/c2ccc(OC(F)F)cc2)CC1,14,16%,4,-23%,-1,0%,10%,?,-2%,4
CC(C)(C)C(O)C(Cc1ccccc1Cl)n1cncn1 (configuration not stated),-11,-10%,4,1%,-1,-5%,5%,6%,-1%,11
c1ccc2c(c1)CCc1c-2nc2ccccc2c1N1CCOCC1,-26,40%,20,12%,3,-6%,8%,5%,0%,0
COc1ccc(CN(C(=O)c2ccco2)c2ccc(Br)cc2)cc1OC,1,9%,23,12%,9,1%,-3%,2%,3%,-11
Cc1ccc(C(=O)C(C)OC(=O)CN2C(=O)NC3(CCCC3)C2=O)cc1C (configuration not stated),-5,12%,?,-3%,nt,nt,2%,nt,nt,2
Cc1ccc(S(=O)(=O)c2cc3c(=O)n4cccc(C)c4nc3n(CC3CCCO3)c2=N)cc1C (configuration not stated),-15,-10%,5,1%,2,2%,18%,-1%,0%,-2
CN(NC(=O)c1c(Cl)cccc1Cl)c1cccc(Cl)n1,-2,2%,6,-2%,-1,-5%,2%,-4%,1%,-9
CC1(C)Cc2cccc(OCC(=O)N3CCN(S(=O)(=O)c4ccc(F)cc4)CC3)c2O1,2,-12%,?,6%,3,-5%,1%,8%,0%,4
NC(=O)c1ccc(NC(=O)COC(=O)c2n[nH]c3ccccc23)cc1,-13,0%,-1,-3%,nt,nt,-4%,nt,nt,0
COc1ccc(/C=N/NC(=S)Nc2cccc(C(=O)O)c2)cc1OC,-13,26%,-5,4%,0,?,-1%,15%,-2%,-12
Nc1nc(SCc2ccc([N+](=O)[O-])cc2)nc2nc3c(cc12)CCCC3,-38,5%,-1,-4%,0,-7%,2%,9%,-3%,-20
O=S(=O)(NCC1CCN(Cc2ccccc2)CC1)c1ccccc1C(F)(F)F,10,0%,10,-6%,2,-6%,4%,-3%,0%,16
Nc1ccccc1SCC1CSc2nc3ccccc3c(=O)n21 (configuration not stated),2,0%,0,0%,1,-6%,3%,2%,9%,-12
COc1ccc(NC(=O)Cc2cccc3ccccc23)cc1,28,?,-4,7%,0,-8%,-1%,-3%,6%,-10
COC(=O)CN1C2=NCCCN2c2ccccc21,8,0%,0,3%,-6,-6%,1%,-21%,2%,-15
